Screening data as filed in PubChem BioAssay.
GDH-TPI inh: GDH-TPI coupling enzyme inhibitors, primary screen, artefact control for M. tuberculosis FBA inhibitor project, biochemical, absorbance, full deck; inhibition, % at 4.8 µM; 360,000 compounds, 1.2% hits; GDH-TPI coupled enzyme counterscreen, NADH absorbance;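 note: 0% = DMSO wells and 100% = wells lacking the enzyme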
CCHF vOTU inh: CCHFV vOTU protease inhibitors, primary screen, biochemical, Pep-AMC substrate, fluorescence | Crimean-Congo hemorrhagic fever virus L polyprotein viral ovarian tumor (vOTU) protease … | inhibition, % at 11.5 µM | 370,000 compounds, 0.55% hits | AID 651958, 2012; note: 0% = vehicle wells with enzyme and 100% = no enzyme wells
MazF activator: activators of E. coli MazEF toxin-antitoxin RNase, primary screen, biochemical, fluorescence, uHTS; Endoribonuclease toxin MazF (Escherichia coli (strain K12)), P0AE70; FAM/BHQ RNA-DNA oligo cleavage fluorescence, 5 h; activation, % at 20 µM; 350,000 compounds, 0.32% hits; AID 504720, 2011; in the data active = activation above about 50%
Target sequence (P0AE70 whole entry, looked up): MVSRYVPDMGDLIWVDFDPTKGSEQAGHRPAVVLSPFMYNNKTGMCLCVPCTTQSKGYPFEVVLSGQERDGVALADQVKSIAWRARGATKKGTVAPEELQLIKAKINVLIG
FBA Mtb inh: Mtb FBA enzyme inhibitors, primary screen, biochemical, fluorescence, strain H37Rv; purified M. tuberculosis FBA, fluorescence read-out; inhibition, % at 1 µM; 360,000 compounds, 2.3% hits; in the data active = inhibition above about 27%;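 note: 0% = vehicle and 100% = reference inhibitor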
Target sequence (P9WQA3 whole entry, looked up): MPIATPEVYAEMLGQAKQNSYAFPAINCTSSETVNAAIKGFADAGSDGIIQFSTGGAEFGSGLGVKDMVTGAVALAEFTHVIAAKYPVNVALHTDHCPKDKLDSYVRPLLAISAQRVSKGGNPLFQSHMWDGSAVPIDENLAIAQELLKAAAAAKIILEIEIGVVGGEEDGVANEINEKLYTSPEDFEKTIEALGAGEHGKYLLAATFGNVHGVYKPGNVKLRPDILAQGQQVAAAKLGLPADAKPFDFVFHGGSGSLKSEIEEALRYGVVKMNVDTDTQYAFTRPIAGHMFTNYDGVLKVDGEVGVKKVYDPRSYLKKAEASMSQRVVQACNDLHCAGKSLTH
Mtb BioA inh: M. tuberculosis BioA enzyme inhibitors, primary screen, biochemical, plate reader, single point, HTS. 360,000 compounds, 0.096% hits. AID 602481, 2012. purified M. tuberculosis BioA enzyme. inhibition, % at 9.99 µM. 7,8-diaminopelargonic acid synthase BioA (Mycobacterium tuberculosis); in the data active = inhibition above about 40%; inconclusive = no clear call, values can overlap the other calls
Rv3671c protease: Rv3671c serine protease inhibitors, primary screen, biochemical, fluorescence polarization, M. tuberculosis H37Rv; AID 2606, 2010; 320,000 compounds, 0.048% hits; inhibition, % at 5.96 µM; P9WHR9; in the data active = inhibition above about 38%;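 note: extracellular domain of Rv3671c used as enzyme; 0% = enzyme with DMSO and 100% = no enzyme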
Target sequence (P9WHR9 whole entry, looked up, the tested form may be a part): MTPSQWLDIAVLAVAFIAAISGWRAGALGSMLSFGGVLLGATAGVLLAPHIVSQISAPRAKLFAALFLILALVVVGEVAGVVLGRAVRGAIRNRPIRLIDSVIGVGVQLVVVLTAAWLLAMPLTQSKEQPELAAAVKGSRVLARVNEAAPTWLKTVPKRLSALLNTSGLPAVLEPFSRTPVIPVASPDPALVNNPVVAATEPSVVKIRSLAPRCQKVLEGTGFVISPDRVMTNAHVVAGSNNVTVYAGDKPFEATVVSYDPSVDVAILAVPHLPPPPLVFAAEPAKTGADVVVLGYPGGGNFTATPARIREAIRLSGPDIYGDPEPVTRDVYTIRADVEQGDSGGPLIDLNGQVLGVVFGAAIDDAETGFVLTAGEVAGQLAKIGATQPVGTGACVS
FadD28 FP inh: inhibitors of FadD28 bisubstrate probe binding, primary screen, biochemical, fluorescence polarization, single point | Mycobacterium tuberculosis FadD28 fatty-acid-AMP ligase | inhibition, % at 12.5 µM | 360,000 compounds, 0.22% hits | AID 588549, 2011; in the data active = inhibition above about 8.5%, passing the limit was not always enough; inconclusive = no clear call, values can overlap the other calls
VHR inh abs: VHR1 phosphatase inhibitors, primary screen, biochemical, absorbance, uHTS. inhibition, % at 13.3 µM. 290,000 compounds, 0.52% hits. recombinant VHR phosphatase, pNPP absorbance. AID 1654, 2009. Dual specificity protein phosphatase 3 (Homo sapiens), P51452; in the data active = inhibition above about 50%; note: some compounds called inactive have numbers as strong as hits
Target sequence (P51452 whole entry, looked up): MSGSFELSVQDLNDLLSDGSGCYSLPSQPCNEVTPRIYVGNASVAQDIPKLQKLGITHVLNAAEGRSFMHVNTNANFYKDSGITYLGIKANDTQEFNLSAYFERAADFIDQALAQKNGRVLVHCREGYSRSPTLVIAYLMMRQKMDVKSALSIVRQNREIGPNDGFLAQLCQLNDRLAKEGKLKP
UGM FP inh: M. tuberculosis UGM enzyme inhibitors, primary screen, biochemical, fluorescence polarization, single point; AID 504406, 2011; purified UGM, fluorescence polarization probe displacement; inhibition, % at 10 µM; 320,000 compounds, 0.06% hits; UDP-galactopyranose mutase (Mycobacterium tuberculosis (strain ATCC 25618 / H37Rv)), …; in the data active = inhibition above about 10%, passing the limit was not always enough; inconclusive = no clear call, values can overlap the other calls
BoNT F protease: BoNT/F light chain protease inhibitors, primary screen, biochemical, flow cytometry, MLPCN library; Multiplex microsphere protease cleavage assay; inhibition, % at 10 µM; 360,000 compounds, 0.22% hits; in the data active = inhibition above about 35%, passing the limit was not always enough; inconclusive = no clear call, values can overlap the other calls; note: plate controls were buffer without enzyme for full effect and enzyme alone for no effect
The depositor's hits bear a star; ? = inconclusive; · = no result given; & = joins results of further samples. Cut-off read from the data, not from the text of the source, unless noted: active = inhibition above about 30%; inactive = the rest.

compound	GDH-TPI inh	CCHF vOTU inh	MazF activator	FBA Mtb inh	Mtb BioA inh	Rv3671c protease	FadD28 FP inh	VHR inh abs	UGM FP inh	BoNT F protease
O=C(N/N=C/c1ccco1)C1CC1c1ccccc1 (centres undefined)	7	-10	-5	1	·	-2	-2.5	17	1.5	-29
O=C(Nc1ccc(S(=O)(=O)Nc2ncccn2)cc1)C1=COCCO1	17	-5	-21	0	-1.4	1	-1.4	·	-1.0	-2
C=CCn1cc(/C=C/c2cc[n+](C)cc2)c2ccccc21	6	-1	70*	-10	-182	-1	-1.2	18	1.9	6
C[C@H](CO)N1C[C@H](C)[C@@H](CN(C)S(=O)(=O)c2cccs2)OCc2cnnn2CCCC1=O	4	4	-2	4	-2.5&-1.4	·	-1.9	·	·	1
CCC(C)(C)NS(=O)(=O)c1cc(CN2C(=O)c3cccnc3C2=O)ccc1OC	-2	-10	-12	1	-1.7	-1	-0.7	48	-3.5	-3
CCOCCn1c(SCc2c(F)cccc2Cl)nc2c1c(=O)[nH]c(=O)n2C	-5	-4	4	2	-4.6	0	0.3	4	-0.6	-1
COCCCNC(=O)CN(CCc1ccccc1)S(=O)(=O)c1ccccc1	11	-5	4	-1	·	5	-1.4	33	1.9	-4
O=C1Nc2ccc([N+](=O)[O-])cc2C1(O)N1CCCCCC1 (centres undefined)	33*	30*	3	-1	1.3	-4	1.1	10	-5.5	-7
CCn1cc(/C=C(\NC(=O)c2ccccc2)C(=O)NCCCN2CCOCC2)c2ccccc21	40*	8	10	-2	1.6	4	-1.2	7	2.2	10
COc1ccccc1-n1c([S-])c(C(=O)Nc2ccccc2C(F)(F)F)[n+]2ccc(C(=O)NCCO)cc12	8	7	-7	0	·	-6	-3.9	6	4.4	6
CCC(C(=O)OC)n1cnc2c(nnn2-c2cccc(OC)c2)c1=O (centres undefined)	5	7	8	-1	·	-10	-0.9	40	0.6	-16
CCOC(=O)C1=C(C)Nc2nc(C)nn2C1c1ccc(OC)c(OC)c1 (centres undefined)	3	-6	-4	-2	-0.3	-7	-2.8	-11	-0.4	-5
Cc1ccc(-c2cc(C(F)F)n3ncc(C(=O)N4CCN5CCCC5C4)c3n2)cc1 (centres undefined)	20	4	1	6	2.4	6	-2.7	-8	-0.1	-4
C=CCNC(=O)NC(=O)COC(=O)/C(C#N)=C/c1cc(C)n(CCC(C)C)c1C	20	-9	5	3	·	-2	0.2	1	1.2	-4
O=[N+]([O-])c1ccc(COP(=O)(O)OCc2ccc([N+](=O)[O-])cc2)cc1	-5	-10&-8	4	-1&-2	-0.3&-2.6	1	-4.9&-2.5	·	3.1	-5
Cc1ccccc1-n1nc2c(c1NC(=O)c1cccc(F)c1)CS(=O)C2 (centres undefined)	1	-3	-4	-2	0.5	-8	-1.7	8	-0.1	-11
Cc1ccc(Sc2ccc(NC(=O)c3ccc(F)cc3)cc2C#N)cc1	14	-4	·	0	0.9&-1.6	·	-2.8	·	·	0
C[C@H]1CN([C@@H](C)CO)S(=O)(=O)c2ccc(Br)cc2O[C@H]1CN(C)C(=O)Cc1ccccc1	-6	-7	5	1	13	·	-2.7	·	·	-4
O=C(CN1CCCCC1)c1ccc(OC(F)F)cc1	3	-20	3	2	-0.7	7	-0.5	19	·	-2
O=C(Nc1ccc(C(=O)O)cc1)/C(=C\c1ccccc1)NC(=O)c1ccccc1	12	13	-7	2	-1.9	0	0.0	13	-0.9	2
COc1ccccc1Nc1nc(C)nc2c1oc1ccccc12	17	-24	3	7	·	-6	-2.1	28	-1.4	?
COc1ccc(C(CC(=O)N2CCCC2)C(C)C)cc1 (centres undefined)	2	-11	1	1	0.8	1	-2.9	21	-0.2	28
Cc1sc(NC(=O)c2ccco2)c(C(c2cccnc2)N2CCC(C)CC2)c1C (centres undefined)	12	-12	2	-2	0.1	-1	-3.6	-4	1.9	18
Cc1cccc(C)c1OCC(=O)NC(Cc1c[nH]c2ccccc12)C(=O)O (centres undefined)	3	-6	5	6	·	-1	-1.1	-2	1.2	-2
Cc1nnc(NC(=O)CCSCCC(=O)Nc2nnc(C)s2)s1	-2	9	5	-4	·	0	-2.6	17	2.2	-7
CC(C)(C)c1ccc(C2(C)NC(=O)N(CC(=O)NCc3cccs3)C2=O)cc1 (centres undefined)	1	13	5	-1	2.0	-3	-0.9	-4	0.7	3
CCOC(=O)CN=C/C(C(C)=O)=C(/C)O	-3	7	5	1	·	-1	0.6	28	5.7	4
COc1ccc(C(=O)c2ccccc2)cc1Br	-5	1	8	2	8.6	1	-4.8	27	1.0	-3
CC(C)C(=O)N1CCN(c2ccc(NC(=O)c3ccco3)cc2Cl)CC1	0	0	16	-1	0.7	-10	·	17	-1.2	-2
CCN(CC)c1ccc(/C=N/NC(=O)c2ccco2)cc1	43*	19	-13	-2	0.2	-4	-2.8	-5	-0.4	-1
Cc1ccc(NC(=O)c2noc3c2CCCCC3)cc1C	3	-1	9	2	0.4	-4	0.4	17	1.5	-2
CN(CCCNC(=O)c1ccccc1F)CCCNC(=O)c1ccccc1F	6	6	13	0	-0.5	3	-0.9	64	1.7	10
COc1ccc(OCCNc2cc(N3CCOCC3)ccc2[N+](=O)[O-])cc1	12	16	0	-20	-2.6	2	-5.8	34	-0.3	-3
Cc1nn(C(=O)c2nn(C)cc2[N+](=O)[O-])c(C)c1Cl	1	2	9	1	·	-5	-2.0	26	-1.1	1
COc1ccc(C(=O)NNC(=O)C2CCCN(C3CC(=O)N(c4ccccc4)C3=O)C2)cc1 (centres undefined)	6	-16	4	1	·	4	-0.2	25	-1.3	-1
Cc1nn(Cc2ccc(C(=O)N3N=C(C(F)F)CC3(O)C(F)F)cc2)c(C)c1[N+](=O)[O-] (centres undefined)	-4	23	3	-5	1.0	12	-9.2	30	-2.0	-4
Cc1ccc(-n2c(C)c(C)c3c(NCCN(C)C)ncnc32)cc1	-8	-6	7	1	3.8	4	·	·	-3.6	-6
O=C1CCCc2c1nc(-c1ccccc1F)n2O	2	-12	-24	6	·	-5	0.5	17	1.5	-2
O=C(CCNS(=O)(=O)c1ccccc1)OCC(=O)c1ccc[nH]1	3	10	0	3	-1.1	9	1.0	·	1.6	?
Cc1cc(NC(=O)COc2ccccc2C(N)=O)no1	-5	-3	4	0	-3.1	0	-3.4	·	0.0	4
CCOc1ccccc1NC(=O)Cn1c(C)cc(COC)c(C#N)c1=O	14	-15	2	-4	·	-5	0.7	25	-0.7	-10
Cc1ccc(Cl)cc1N1CCN(C(=O)c2ccc(NC3=NC4CS(=O)(=O)CC4S3)cc2)CC1 (centres undefined)	2	6	3	1	-1.2	-2	0.2	23	-0.5	-3
O=C(Cn1cnc2ccccc2c1=O)NCCC(=O)Nc1ccc2c(c1)OCCO2	3	10	4	3	0.0	-1	-1.8	-6	0.1	?
CCN1CCN(C(C)C(=O)Nc2c(C)n(C)n(-c3ccccc3)c2=O)CC1 (centres undefined)	6	-2	4	4	-0.9	-2	0.3	14	-0.7	2
O=C(N[C@@H](Cc1ccccc1)C(=O)OCc1ccccc1)c1nc[nH]c1C(=O)N1CCNCC1	8	-4	10	0	-0.2	-1	0.1	·	1.6	-3
O=C1C2C(C(=O)N1/N=C/c1ccc([N+](=O)[O-])o1)C1C=CC2C12CC2 (centres undefined)	17	12	-5	1	-2.8	-3	-0.2	10	1.1	5
CCCn1c(N)c(C(=O)CSc2ncc(C(F)(F)F)cc2Cl)c(=O)[nH]c1=O	-5	-8	12	0	·	-5	-0.1	13	-0.1	0
NNC(=O)c1ccc(COc2ccc3c(c2)CCC3)o1	6	2	2	-1	·	2	-4.4	28	-2.3	-2
C/C(=N/NS(=O)(=O)c1ccc(F)cc1)c1ccc(NC(=O)c2ccc(C)o2)cc1	9	10	0	-1	4.5	-9	-4.2	19	-1.6	-8
O=C(/C=C/c1ccc(F)cc1)Nc1ccc(S(=O)(=O)Nc2ncccn2)cc1	33*	-7	-7	2	·	-10	-1.8	-1	0.3	1
Cc1c(NC(=O)C2CC(c3c(F)cccc3Cl)=NO2)c(=O)n(-c2ccccc2)n1C (centres undefined)	-3	1	4	-2	-0.8	9	-2.8	28	1.5	3
Cc1c(Cl)cccc1NC(=O)CSc1nc2ncc(Cl)cc2[nH]1	12	11	8	2	-1.3	1	0.9	-10	-1.2	3
CC(C)CN(C(=O)CSc1nnnn1C)C1CCS(=O)(=O)C1 (centres undefined)	0	-11	2	2	·	3	-0.5	22	5.9	-8
Cc1cc(NC(=O)c2ccc(NC(=O)C(C)C)cc2)no1	-3	6	10	3	2.1	2	0.4	11	-1.7	·
CC(C)CN(C(=O)COC(=O)c1cnccn1)c1c(N)n(Cc2ccccc2)c(=O)[nH]c1=O	2	-3	-1	1	·	1	-1.2	·	-2.6	·
CN(CCOc1ccc(Br)cc1)CC(O)c1ccccc1 (centres undefined)	4	-1	0	2	-2.5	-3	-1.7	-15	3.0	-10
COc1ccc(SCCN2CCN(C)CCC2=O)cc1	-5	-6	5	-2	-1.0	·	-3.1	-1	·	-5
O=C1NC(=O)N(Cc2ccco2)C(=O)/C1=C\c1cccn1CCOc1ccc(Cl)cc1	-1	16	-16	-3	·	-4	1.6	13	1.1	-3
CN(C(=O)CSc1nncc2ccccc12)c1ccccc1	4	-8	5	1	-0.6	2	0.3	·	1.9	-6
O=S(=O)(Nc1cccc(S(=O)(=O)N2CCOCC2)c1)c1cccs1	1	22	-3	20	-0.9	-3	-0.6	29	-0.5	0

By substructure: the compounds so far containing a COOH group (two)
compound	GDH-TPI inh	CCHF vOTU inh	MazF activator	FBA Mtb inh	Mtb BioA inh	Rv3671c protease	FadD28 FP inh	VHR inh abs	UGM FP inh	BoNT F protease
O=C(Nc1ccc(C(=O)O)cc1)/C(=C\c1ccccc1)NC(=O)c1ccccc1	12	13	-7	2	-1.9	0	0.0	13	-0.9	2
Cc1cccc(C)c1OCC(=O)NC(Cc1c[nH]c2ccccc12)C(=O)O (centres undefined)	3	-6	5	6	·	-1	-1.1	-2	1.2	-2

(cont.)
compound	GDH-TPI inh	CCHF vOTU inh	MazF activator	FBA Mtb inh	Mtb BioA inh	Rv3671c protease	FadD28 FP inh	VHR inh abs	UGM FP inh	BoNT F protease
O=C(O)COc1ccc(-c2nnn(CC(=O)O)n2)cc1	0	-14	2	1	-1.9	4	0.1	-10	-3.0	9
COc1ccccc1NCCC(=O)OCC(=O)NC1CCCCC1	9	3	6	-2	·	4	0.7	33	-1.3	-5
Cc1ccc(S(=O)(=O)CCC(=O)Nc2nnc(-c3ccccc3S(C)(=O)=O)o2)cc1	-6	-8	3	3	·	-3	-3.4	·	-1.6	2
Nc1cccc(C(=O)Nc2ccccc2Cl)c1	2	7	0	0	3.5	1	-4.1	23	-0.7	-11
CCn1c(C)nc2cc(C(=O)N/N=C(\C)c3ccc(OC)cc3O)ccc21	15	-7	0	-1	·	·	0.5	34	·	0
Cc1nc2sc(C(c3cccc(F)c3)N3CCC(C)CC3)c(O)n2n1 (centres undefined)	11	2	-12	-7	5.9	-3	-0.9	13	0.2	2
